MsrA inhibitor: bovine MsrA enzyme inhibitors, primary screen, biochemical, absorbance, HTS; Methionine sulfoxide reductase A (Bos taurus); purified bovine MsrA, absorbance read-out; inhibition, % at 15.5 µM; 360,000 tested, 0.75% active; AID 651718, 2012; in the data active means inhibition above about 4.5%;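 further: 0% = vehicle wells with enzyme and 100% = reference inhibitor wells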
STEP inh: STEP phosphatase inhibitors, primary screen, biochemical, fluorescence intensity, uHTS; 360,000 tested, 0.25% active; recombinant STEP, OMFP fluorogenic substrate; inhibition, % at 20 µM; AID 588621, 2011; Tyrosine-protein phosphatase non-receptor type 5 (Homo sapiens), P54829;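 active means inhibition at 20 µM, scaled per plate between control wells, above about 37%, limit read from the data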;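 further: 0% = DMSO with enzyme and substrate and 100% = substrate only without enzyme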
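material = STEP tyrosine phosphatase | reagent = fluorogenic phosphatase substrate OMFP at 25 µM final | doses = single compound dose of 20 µM, 1% DMSO final | schedule = 20 min reaction, room temperature, in the dark | measured by = fluorescence, 480/540 nm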
TbMetRS inhib: T. brucei MetRS inhibitors, primary screen, biochemical, luminescence; inhibition, % at 11.9 µM; AID 624268, 2012; purified T. brucei MetRS, ATP depletion, Kinase-Glo luminescence; 360,000 tested, 0.4% active; methionyl-tRNA synthetase (Trypanosoma brucei brucei);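 active means inhibition above a per-plate cutoff of the control wells' mean inhibition plus 3 SD, cut at about 5.5% in these data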;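 further: 0% = DMSO wells median and 100% = median of wells with control inhibitor compound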
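Dosing: 11.9 µM compound single dose, 0.9% DMSO; Assay system: purified T. brucei MetRS enzyme; Measured by: Kinase-Glo luciferase luminescence reporting remaining unconsumed ATP; Schedule: 15 min plus 2 h at 25 °C.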
CSN deneddyl inh: inhibitors of CSN-mediated cullin deneddylation, primary screen, biochemical, fluorescence polarization, uHTS; COP9 signalosome complex subunit 5 (Homo sapiens), Q92905; 360,000 tested, 0.38% active; inhibition, % at 12.5 µM; Purified CSN, SCF-Nedd8-OG deneddylation;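 active means pattern-corrected inhibition above about 35%, with an unprinted fluorescence ratio check between 0.5 and 1.5, limit read from the data, passing the limit was not always enough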;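 further: 0% = enzyme with substrate and 100% = substrate without enzyme; some results filed as inactive read as strong as hits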
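Assay system: purified human Csn5 enzyme expressed in HEK293T cells; Input: 0.24 nM Csn5 enzyme, final concentration; Reagent: 10 nM SCFSkp2-Nedd8OG; Compound dosing: 12.5 µM single point; Times: reaction 90 min, room temperature; Technique: fluorescence polarization readout.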
SUMO1 PPI mod: modulators of SUMO1 protein-protein interactions, primary screen, biochemical, uHTS | 360,000 tested, 0.33% active | SUMO1 binding to a labelled peptide, TR-FRET, 1 h | inhibition, % at 20 µM; in the data active means inhibition above about 37%
Target sequence (P63165 whole entry, looked up): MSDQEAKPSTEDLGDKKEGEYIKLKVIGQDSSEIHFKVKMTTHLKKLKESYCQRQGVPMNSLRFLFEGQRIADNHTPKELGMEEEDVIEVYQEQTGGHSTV
DNMT1 block: human DNMT1 methyltransferase inhibitors, primary screen, biochemical, molecular beacon, fluorescence, HinP1I cleavage, uHTS | AID 588458, 2011 | 360,000 tested, 0.83% active | DNA (cytosine-5)-methyltransferase 1 (Homo sapiens), P26358 | inhibition (reported as % activation of signal), % at 10 µM; in the data active means inhibition above about 50%
LMPTP block: LMPTP phosphatase inhibitors, primary screen, biochemical, fluorescence intensity, uHTS; 360,000 tested, 0.22% active; AID 651560, 2012; inhibition, % at 20 µM; recombinant LMPTP-A, OMFP fluorogenic substrate;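 active means compounds that cut the enzyme signal by at least half of the control window in the single-dose screen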;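 further: plate controls were DMSO wells with enzyme plus substrate for no effect and substrate without enzyme for full effect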
Target sequence (P24666 whole entry, looked up): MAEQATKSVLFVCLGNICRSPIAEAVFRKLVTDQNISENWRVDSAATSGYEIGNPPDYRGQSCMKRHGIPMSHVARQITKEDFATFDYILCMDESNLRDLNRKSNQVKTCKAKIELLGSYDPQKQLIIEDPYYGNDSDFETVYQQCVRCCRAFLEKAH
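Test system – LMPTP-A enzyme · Amount – LMPTP-A at 0.625 nM final in the reaction · Buffer or medium – Bis-Tris pH 6.0, DTT, detergent · Reagent – OMFP 400 µM · Doses – single 20 µM dose · Schedule – reaction 50 min, room temperature, dark · Detection – fluorescence intensity of OMFP turnover product · Evaluation – percent inhibition versus substrate-only and uninhibited controls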
Scp-1 inhibitor: Scp-1 phosphatase inhibitors, primary screen, biochemical, colorimetric, uHTS | Carboxy-terminal domain RNA polymerase II polypeptide A small phosphatase 1 (Homo … | Recombinant Scp1, phosphopeptide, malachite green phosphate absorbance | inhibition, % at 20 µM | 340,000 tested, 0.88% active | AID 493091, 2011;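 active means inhibition above about 50% at 20 µM, limit read from the data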;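 further: plate controls were DMSO wells with enzyme for no effect and wells lacking enzyme for full effect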
Target sequence (Q9GZU7 76-261 limits assumed): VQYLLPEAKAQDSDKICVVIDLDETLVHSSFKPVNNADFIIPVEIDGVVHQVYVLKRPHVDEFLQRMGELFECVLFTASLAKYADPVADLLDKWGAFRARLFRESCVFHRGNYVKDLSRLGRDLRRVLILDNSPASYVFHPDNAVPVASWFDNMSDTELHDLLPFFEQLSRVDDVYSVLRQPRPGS
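Test system: SCP-1 phosphatase catalytic domain, residues 76-261 | Compound dosing: One concentration, 20 µM, with 1.0% DMSO | Schedule: 45 min room-temperature reaction, 5 min colour, 30 min stabiliser | Detection: Absorbance at 630 nm | Read-out basis: % inhibition of SCP-1 phosphate liberation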
Rpn11 inh: Rpn11 (PSMD14) deubiquitinase inhibitors, primary screen, biochemical, fluorescence polarization, uHTS | 360,000 tested, 0.59% active | 26S proteasome non-ATPase regulatory subunit 14 (Homo sapiens), O00487 | calls only at 20 µM | human 26S proteasome, Ub4-pepOG fluorescence polarization; 20S core pre-blocked with epoxomicin;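 active means inhibition at 20 µM, scaled to each plate's controls, above about 33%, limit read from the data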
Target sequence (O00487 whole entry, looked up): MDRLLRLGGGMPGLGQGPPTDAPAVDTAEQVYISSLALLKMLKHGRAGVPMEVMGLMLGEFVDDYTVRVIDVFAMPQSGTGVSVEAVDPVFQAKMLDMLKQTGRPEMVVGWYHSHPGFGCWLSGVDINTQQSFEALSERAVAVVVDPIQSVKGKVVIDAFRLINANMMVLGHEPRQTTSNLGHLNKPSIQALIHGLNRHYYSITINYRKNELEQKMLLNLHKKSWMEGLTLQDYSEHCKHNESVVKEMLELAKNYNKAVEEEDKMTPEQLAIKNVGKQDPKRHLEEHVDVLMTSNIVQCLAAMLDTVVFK
NadD block: inhibitors of S. aureus NadD, primary screen, biochemical, colorimetric, uHTS; inhibition, % at 20 µM; 360,000 tested, 0.78% active; AID 602399, 2012; purified NadD enzyme, colorimetric absorbance read-out; Nicotinate-nucleotide adenylyltransferase NadD (Staphylococcus aureus N315); in the data active means inhibition above about 26%; further: some compounds past the cut are filed as inactive
Starred values were filed as active, the others as inactive; i = inactive; . = no result given.

SMILES	MsrA inhibitor	STEP inh	TbMetRS inhib	CSN deneddyl inh	SUMO1 PPI mod	DNMT1 block	LMPTP block	Scp-1 inhibitor	Rpn11 inh	NadD block
CC1=C(C(=O)Nc2cccc(C(=O)NCC(C)c3ccccc3)c2)SCCO1 (configuration not stated)	-0.8	-0.6	0.2	2.1	13.5	5.2	1.0	.	i	0.3
OCCN(Cc1ccccc1)Cc1ccc(Cl)cc1Cl	-0.5	-0.2	1.6	-4.0	-1.9	6.2	0.8	-8.0	i	-3.5
O=C(NNC(=O)c1cc(-c2cccnc2)nc2ccccc12)Nc1ccc(Cl)cc1	0.3	-2.5	20.1*	-2.6	-1.0	-15.6	2.0	3.6	i	-3.0
CCN(CC)S(=O)(=O)c1ccc(F)cc1	-0.1	-2.2	-0.8	-3.7	-3.4	-4.8	0.4	-3.8	i	0.6
COc1ccc(N2C(=O)NC(NC(=O)C(C)(C)C)(C(F)(F)F)C2=O)cc1 (configuration not stated)	-0.4	1.0	-0.5	1.4	13.9	-1.8	-0.4	-3.4	i	-4.3
O=[N+]([O-])c1ncccc1Oc1nc(-c2cccnc2)nc2ccccc12	-1.4	-0.6	-0.4	-3.1	-12.5	-3.5	0.5	-4.1	i	3.0
CCOC(=O)C1=C(CN2CCN(C(=O)c3ccco3)CC2)NC(=O)NC1c1ccc(OC(C)C)cc1 (configuration not stated)	-1.0	-2.8	-0.4	0.0	-3.9	-2.7	0.1	-6.9	i	-5.4
NS(=O)(=O)c1ccc(NC(=O)c2ccc(S(=O)(=O)N3CCOCC3)o2)cc1	-0.9	-1.4	-0.4	1.6	3.2	5.2	-0.9	0.9	i	-3.8
COC(=O)c1sccc1NC(=O)C1CCCCC1C(=O)O (configuration not stated)	-0.6	0.2	1.5	-1.1	0.3	-0.3	0.4	-4.6	i	-2.3
CNC(=O)c1sc(-c2ccccc2)nc1C	0.6	-1.3	1.9	-5.1	-7.6	-0.9	-1.0	0.6	i	5.7

A different layout for 4 compounds above.
Compound,MsrA inhibitor,STEP inh,TbMetRS inhib,CSN deneddyl inh,SUMO1 PPI mod,DNMT1 block,LMPTP block,Scp-1 inhibitor,Rpn11 inh,NadD block
O=[N+]([O-])c1ncccc1Oc1nc(-c2cccnc2)nc2ccccc12,-1.4,-0.6,-0.4,-3.1,-12.5,-3.5,0.5,-4.1,i,3.0
O=C(NNC(=O)c1cc(-c2cccnc2)nc2ccccc12)Nc1ccc(Cl)cc1,0.3,-2.5,20.1*,-2.6,-1.0,-15.6,2.0,3.6,i,-3.0
OCCN(Cc1ccccc1)Cc1ccc(Cl)cc1Cl,-0.5,-0.2,1.6,-4.0,-1.9,6.2,0.8,-8.0,i,-3.5
CC1=C(C(=O)Nc2cccc(C(=O)NCC(C)c3ccccc3)c2)SCCO1 (configuration not stated),-0.8,-0.6,0.2,2.1,13.5,5.2,1.0,.,i,0.3

Continuation:
SMILES	MsrA inhibitor	STEP inh	TbMetRS inhib	CSN deneddyl inh	SUMO1 PPI mod	DNMT1 block	LMPTP block	Scp-1 inhibitor	Rpn11 inh	NadD block
COC(=O)CNC(=O)C12CC3CC(C1)CC(c1ccc(C)cc1)(C3)C2	-0.1	-1.0	-0.5	-9.9	-3.4	-3.5	-0.6	-14.6	i	-6.9
CCC(C)[C@H](NC(=O)NCCC1=CCCCC1)C(=O)OC (some centres not stated)	0.5	-2.9	0.2	1.9	-0.1	2.5	-1.6	-6.2	i	1.4
O=C(NC(=S)Nc1ccc(F)cc1)C1CCCCC1	0.1	1.5	-0.3	-1.0	1.0	0.0	0.3	-14.8	i	-3.9
O=C(c1cc(COc2cccc(C(F)(F)F)c2)on1)N1C[C@@H]2CCC[C@H]1C2	0.4	-0.1	-0.1	-1.5	2.9	-0.9	1.7	-10.7	i	1.3
CCN(C(=O)Cn1c(=O)oc2ccccc21)c1c(N)n(Cc2ccccc2)c(=O)[nH]c1=O	-0.6	-1.9	0.0	4.7	1.8	1.0	-0.4	-2.2	i	2.9
CN1C(=O)C2(C(C#N)=C(N)N(c3cc(Cl)cc(Cl)c3)C3=C2C(=O)CC(C)(C)C3)c2ccccc21 (configuration not stated)	0.2	1.5	-0.2	-0.7	-1.2	-0.1	0.4	-0.1	i	11.6
CCS(=O)(=O)NCCc1csc(-c2cccnc2)n1	0.3	0.2	-0.2	-4.5	1.0	4.8	-0.9	-4.8	i	-2.3
O=C(CN1C(=O)c2ccccc2C1=O)N1CCN=C1c1ccccc1	0.0	0.4	-0.2	6.2	-3.7	-4.4	0.4	-6.9	i	3.6
CN(C(=O)c1ccc(NC(=O)Cc2ccc(NC(=O)C3CCN(C(=O)c4ccccc4)CC3)cc2)cc1)C1CCCC1	-0.1	-2.1	-0.5	-0.6	-1.4	0.7	-0.9	12.3	i	3.2
CCOC(=O)C1=CN(Cc2ccco2)S(=O)(=O)NC1c1ccc(Br)cc1F (configuration not stated)	-0.5	-2.1	-3.1	-2.8	2.7	-3.8	-1.5	-4.0	i	-2.5
O=C(c1cc2ccc([N+](=O)[O-])cc2oc1=O)N1CCOCC1	0.0	-0.9	-0.2	-2.0	-10.5	5.1	-0.9	-6.4	i	-3.2
Cc1cc(=O)oc2cc(OCC(=O)OCC(=O)Nc3ccc(C(C)C)cc3)ccc12	-0.4	5.4	-0.4	-0.2	11.7	-3.9	1.6	-9.6	i	-3.9
CCOC(=O)C1CCN(C(=O)CN2C(=O)c3ccccc3S2(=O)=O)CC1	-1.6	-0.5	-0.6	-0.5	3.5	-0.4	0.1	-4.8	i	-5.3
Cc1ccc(CSCC(=O)N(CCC(C)C)c2c(N)n(Cc3ccccc3)c(=O)[nH]c2=O)cc1	1.1	2.7	0.1	2.3	0.7	5.6	-3.2	-4.8	i	3.0
Cn1ccc2c(N3CCCC3)cc3c(c21)C1CCC3C1 (configuration not stated)	0.1	-0.6	-0.7	0.8	-2.1	-3.3	0.8	.	i	5.8
C=CCn1c(SCc2c(C(=O)OC)sc(N)c2C(=O)OC)nnc1-c1ccc(Cl)cc1	0.9	1.1	-0.3	2.1	0.8	-4.3	2.0	-0.6	i	3.1
O=C1Nc2ccccc2N(O)N1c1ccc(S(=O)(=O)N2CCOCC2)cc1	-0.4	-4.6	-0.3	-3.5	-3.9	1.2	-1.8	-7.3	i	-11.4
CCOC(=O)Cc1nnc(NCc2ccccc2)c2ccccc12	1.3	-0.8	0.0	-0.4	0.1	-3.3	-1.6	-6.5	i	-3.8
Cc1c(NC(=O)c2cccc(NC(=O)COc3ccccc3)c2)c(=O)n(-c2ccccc2)n1C	0.9	-1.5	-0.1	-1.8	1.3	2.5	-0.6	-2.8	i	5.6
CCOC(=O)CSc1nc2ccccc2c(=O)n1CC1CCCO1 (configuration not stated)	-0.8	-5.1	0.2	-5.4	-2.1	2.0	-1.5	-2.2	i	-3.9
CC(C)CN1C(=O)NC(NC(=O)c2cccnc2)(C(F)(F)F)C1=O (configuration not stated)	1.1	0.2	-0.3	-3.7	2.6	-2.0	0.2	-6.2	i	0.4
Cc1ccc(-c2cc(C(=O)N/N=C/c3c[nH]c4ccccc34)n[nH]2)o1	2.6	0.1	-0.6	-3.6	3.6	-4.8	-0.2	1.0	i	5.7
Cc1ccc(C(C(=O)NCC2CCCO2)N(C(=O)c2snc(C(N)=O)c2N)c2ccccc2F)o1 (configuration not stated)	1.5	2.0	-0.2	1.1	-8.3	1.7	2.0	-1.8	i	-2.6
CCOC(=O)C1CCN(Cc2ccc(O)c(OC)c2)CC1	-1.4	1.5	-1.1	-2.7	-0.9	3.1	-2.7	-9.0	i	1.5
Cc1cccc(NC(=O)c2cnccn2)c1	-0.3	-4.6	-0.5	-0.1	1.8	2.2	-0.5	-3.9	i	-5.6
O=C(C1CCCN(S(=O)(=O)c2cccc3nsnc23)C1)N1CCN(c2ccccn2)CC1 (configuration not stated)	0.1	1.6	-1.6	-1.3	-22.0	0.6	0.0	-4.8	i	-2.9
C=CCN1C(=O)C2(NC(=O)c3ccccc3N2)c2ccccc21 (configuration not stated)	-0.7	2.5	-0.3	3.6	3.5	1.5	-1.0	-3.1	i	-2.9
COCc1cc(C)nc2sc(C(=O)OC)c(N)c12	2.2	1.0	0.1	-0.1	-7.1	-0.3	-0.6	-6.0	i	-0.9
CCCCNC(=O)c1cc2cc(CC)ccc2[nH]1	-0.7	1.9	-0.2	-0.6	4.6	0.6	0.2	7.4	i	-5.1
CCOC(=O)N1C(=O)c2cc(OC)ccc2S1(=O)=O	-0.4	-2.9	-0.3	3.2	-1.1	0.9	1.1	1.0	i	2.0
Nc1ncnc2nc(N3CCN(C(=O)c4ccccc4)CC3)[nH]c12	-0.2	1.7	0.1	1.0	-0.5	0.7	8.8	-1.6	i	4.7
COc1ccc(/C=C(\C#N)C(=O)C(C)(C)n2cncn2)cc1	-0.8	1.6	-0.2	0.8	0.6	0.6	-1.4	-2.2	i	-4.7
CCc1ccc(C2CC(c3ccccc3)Nc3nc(N)nn32)cc1 (configuration not stated)	1.1	2.8	-0.7	-3.3	8.3	1.5	-1.9	3.4	i	6.0
CN1CCN(/N=C/c2nc(-c3ccccc3)n3ccccc23)CC1	2.0	-2.4	-0.4	-6.4	-13.9	0.9	-1.0	-5.3	i	-3.8
COc1ccc(Cl)cc1C(=O)Nc1nc2ccccc2[nH]1	-0.3	2.6	0.2	7.0	-23.1	-1.1	-0.2	19.6	i	2.3
C(=N\Nc1nc(N2CCOCC2)nc(N2CCOCC2)n1)/c1cccnc1	0.9	-3.4	0.2	-3.0	-5.6	1.1	-0.6	-1.1	i	-5.9

Compound activity deposited in PubChem by several laboratories.
